Runt-CBFb FRET = inhibitors of RUNX1 Runt–CBFb binding, primary screen, biochemical, FRET, Cerulean-Runt, Venus-CBFb, uHTS; Runt-related transcription factor 1 (Homo sapiens) + Core-binding factor subunit beta …; Cerulean-Runt/Venus-CBFb FRET ratio 530/480, 1 h; inhibition, % at 20 µM; 220,000 tested, 0.46% active; AID 1496, 2009;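 active means inhibition over about 50% at 20 µM in the single-dose screen, limit read from the data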;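 further: 0% = DMSO wells and 100% = excess unlabeled CBFb competitor control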
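System: Cerulean-labeled Runt domain protein | Quantity: 100 nM of each labeled protein | Schedule: 1 h compound exposure, room temperature | Detection: Fluorescence energy transfer, 422 nm excitation, 530/480 nm emission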
Mdm2 ligase inh = MDM2-luciferase reporter signal enhancers, primary screen, MDM2 E3 ligase inhibitor project, cell-based, luminescence, 1536-well. E3 ubiquitin-protein ligase Mdm2 (Homo sapiens), Q00987. cell-based MDM2 ubiquitination luciferase reporter, 2 h; 0 = plate control, 100 = twice control, blank-subtracted. signal enhancement, % at 5 µM. 210,000 tested, 0.11% active. AID 1230, 2008;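 active means signal enhancement of 30% or more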;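 further: luminescence tracks abundance of the self-degrading MDM2-luciferase fusion protein; higher signal means inhibition of MDM2 E3 ligase activity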
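test system = mammalian cells stably expressing self-ubiquitinating, self-degrading MDM2 E3–luciferase fusion | quantity = 2000 cells/well | incubation = cell settling 4 h, compound treatment 2 h, both 37 °C | signal = luminescence with SteadyLite reagent, 15 min at room temperature | evaluation = % enhancement relative to plate controls after blank subtraction | benchmarks = plate controls and plate blanks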
p47phox inh = p47phox/p22phox peptide binding inhibitors, primary screen, biochemical, uHTS, NADPH oxidase regulatory subunit; Neutrophil cytosol factor 1 (Homo sapiens), P14598; fluorescence polarization, 2 h; inhibition, % at 24.7 µM; 220,000 tested, 0.53% active; AID 1274, 2008;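 active means inhibition above about 30%, limit read from the data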;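 further: 0% = p47phox with labelled peptide and 100% = labelled peptide alone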
Target sequence (P14598 whole entry, looked up): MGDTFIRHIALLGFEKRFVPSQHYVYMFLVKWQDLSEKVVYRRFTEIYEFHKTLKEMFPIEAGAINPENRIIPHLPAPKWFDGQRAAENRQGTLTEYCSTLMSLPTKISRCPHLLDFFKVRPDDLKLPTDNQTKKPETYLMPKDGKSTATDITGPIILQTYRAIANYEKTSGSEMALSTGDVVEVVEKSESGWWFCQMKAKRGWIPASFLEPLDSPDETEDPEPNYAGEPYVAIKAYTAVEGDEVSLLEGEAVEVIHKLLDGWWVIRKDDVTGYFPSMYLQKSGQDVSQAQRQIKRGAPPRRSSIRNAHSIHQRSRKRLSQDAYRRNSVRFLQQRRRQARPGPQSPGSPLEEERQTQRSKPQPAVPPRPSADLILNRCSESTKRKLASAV
Hck Nef HTS = inhibitors of Nef-activated human Hck kinase, primary screen, biochemical, Z-Lyte FRET, 384-well, Hck-YEEI; Tyrosine-protein kinase HCK (Homo sapiens), P08631; Recombinant Hck-YEEI plus Nef, Z-Lyte FRET kinase assay; inhibition, % at 20 µM; 220,000 tested, 0.68% active; AID 463187, 2010;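 active means Hck-Nef kinase inhibition above about 50%, limit read from the data; inactive means inhibition below that limit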;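 further: 0% = DMSO with Hck plus Nef and 100% = Hck alone without Nef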
Target sequence (P08631 whole entry, looked up): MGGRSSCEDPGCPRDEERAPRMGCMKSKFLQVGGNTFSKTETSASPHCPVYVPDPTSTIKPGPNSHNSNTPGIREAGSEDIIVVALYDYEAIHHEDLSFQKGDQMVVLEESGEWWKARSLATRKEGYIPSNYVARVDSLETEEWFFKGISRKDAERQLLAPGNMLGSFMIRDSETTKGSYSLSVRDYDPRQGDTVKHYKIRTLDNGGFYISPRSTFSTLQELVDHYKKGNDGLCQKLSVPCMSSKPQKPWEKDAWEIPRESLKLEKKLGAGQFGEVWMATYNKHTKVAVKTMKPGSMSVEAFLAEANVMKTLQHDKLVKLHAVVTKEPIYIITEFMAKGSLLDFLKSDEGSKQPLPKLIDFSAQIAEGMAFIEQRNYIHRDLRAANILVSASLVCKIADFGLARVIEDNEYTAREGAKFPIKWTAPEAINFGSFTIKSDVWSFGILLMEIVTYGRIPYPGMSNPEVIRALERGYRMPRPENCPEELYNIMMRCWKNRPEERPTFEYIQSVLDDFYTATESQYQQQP
Runt-SMMHC FRET = inhibitors of RUNX1 Runt–CBFb-SMMHC binding, primary screen, biochemical, FRET, Cerulean-Runt, Venus-CBFb-SMMHC, uHTS; Runt-related transcription factor 1 (Homo sapiens) + Core-binding factor subunit beta …; AID 1434, 2008; inhibition, % at 20 µM; Cerulean-Runt/Venus-CBFb-SMMHC FRET ratio 530/480, 1 h; 220,000 tested, 0.74% active;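 active means mean inhibition across duplicate retests at 20 µM reaching about 50%, limit read from the data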;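 further: 0% = DMSO wells and 100% = wells with excess untagged CBFb-SMMHC; inhibitors lower the FRET ratio by blocking Runt binding to CBFb-SMMHC; some results filed as inactive read as strong as hits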
TbHK1 inh = Trypanosoma brucei hexokinase 1 inhibitors, primary screen, biochemical, G6PDH-coupled NADH absorbance, MLSCN library; recombinant TbHK1, G6PDH-coupled NADH A340; inhibition, % at 10 µM; 220,000 tested, 0.11% active;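 active means inhibition of 50% or more in the single-dose primary screen; inactive means inhibition below 50%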
L929 necroptosis = inhibitors of zVAD-triggered necroptosis, primary screen, L929 cells; 220,000 tested, 0.38% active; L929 zVAD necroptosis rescue, ATP luminescence, 24 h; with zVAD 60 µM; viability rescue, % at 10 µM; AID 1377, 2008;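 active means activation, scaled between plate controls, above about 75%, limit read from the data; inactive means activation under that limit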;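 further: 0% = zVAD with DMSO and 100% = DMSO alone without zVAD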
14-3-3 Bad PPI = inhibitors of 14-3-3 zeta/Bad binding, primary screen, biochemical, TR-FRET, bovine 14-3-3 zeta | 14-3-3 protein zeta/delta (Bos taurus), P63103 | TR-FRET 14-3-3zeta/Dy647-pBad peptide displacement, 1 h | inhibition, % at 21.7 µM | 220,000 tested, 0.71% active | AID 781, 2007;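 active means inhibition above about 70%, limit read from the data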;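 further: 0% = full 14-3-3 plus peptide FRET controls and 100% = background without 14-3-3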
EBV gp42 inh = Epstein-Barr virus gp42 inhibitors, primary screen, biochemical, uHTS, fluorescence polarization. Glycoprotein 42 (Epstein-Barr virus (strain AG876)), Q1HVG2. Fluorescence polarization binding assay, mP read-out. inhibition, % (tested at 21.74 µM). 220,000 tested, 0.42% active. AID 1085, 2008; in the data active means inhibition above about 50%
Active calls of the source: *; / = not tested or not shown; [ ] = remark or other dose.

Below each compound – Runt-CBFb FRET | Mdm2 ligase inh | p47phox inh | Hck Nef HTS | Runt-SMMHC FRET | TbHK1 inh | L929 necroptosis | 14-3-3 Bad PPI | EBV gp42 inh
1: Cc1ccc(CN(C(=O)c2sc3ccccc3c2Cl)C2CCS(=O)(=O)C2)cc1 (centres undefined)
 : -1 | -9 | -26 | 3 | 7 | -5 | -0.1 | 0[fluorescence artefact?] | 2
2: CC(C)(C)OC(=O)NCCCC[C@@H](C(=O)N1CCN(C(=O)OC(C)(C)C)CC1)n1cc(C(CO)NC(=O)OC(C)(C)C)nn1 (some centres undefined)
 : -3 | / | 0 | -1 | -12 | -16 | 0.0 | -4 | -12
3: Cc1cc(=O)c2ccc(C(F)(F)F)cc2[nH]1
 : 0 | -9 | -7 | 14 | 1 | -16 | 0.4 | 57 | -9
4: COc1ccc(N2CCN(C(=O)CCN3C(=S)NC(C)(C)CC3C)CC2)cc1 (centres undefined)
 : 0 | 2 | 1 | 26 | -1 | -2 | 1.4 | -10 | -8
5: COc1ccc(-c2nc(-c3cccnc3)no2)cc1
 : 1 | -46 | -6 | 14 | 2 | -3 | 1.2 | 5 | -4
6: CCOc1cc(CNn2cn[nH]c2=S)cc(Cl)c1OCc1ccccc1F
 : 11 | -21 | -10 | 2 | 4 | 1 | 0.0 | -8 | -3
7: CCOC(=O)c1cc(C)n(-c2c(C)n(C)n(-c3ccccc3)c2=O)c1C
 : -1 | -5 | -8 | -1 | -4 | 0 | 1.3 | -13[fluorescence artefact?] | -12
8: Brc1ccc(-c2nnc(-c3ccccc3Br)o2)cc1
 : -5 | 11 | 1 | 0 | -3 | 2 | 0.7 | -7 | -14
9: Cc1ccc(C(=O)Nc2cccc(C(=O)O)c2)cc1S(=O)(=O)N1CCOCC1
 : 1 | -21 | 8 | 0 | 5 | -7 | 0.8 | -4[fluorescence artefact?] | -8
10: COc1cc(/C=C/C(=O)O)cc(S(=O)(=O)NC2CCCC2)c1OC
 : 0 | / | -2 | 16 | 1 | -5 | 0.0 | 5 | -8

The list goes on, overlapping the part above by three compounds.
Below each compound – Runt-CBFb FRET | Mdm2 ligase inh | p47phox inh | Hck Nef HTS | Runt-SMMHC FRET | TbHK1 inh | L929 necroptosis | 14-3-3 Bad PPI | EBV gp42 inh
8: Brc1ccc(-c2nnc(-c3ccccc3Br)o2)cc1
 : -5 | 11 | 1 | 0 | -3 | 2 | 0.7 | -7 | -14
9: Cc1ccc(C(=O)Nc2cccc(C(=O)O)c2)cc1S(=O)(=O)N1CCOCC1
 : 1 | -21 | 8 | 0 | 5 | -7 | 0.8 | -4[fluorescence artefact?] | -8
10: COc1cc(/C=C/C(=O)O)cc(S(=O)(=O)NC2CCCC2)c1OC
 : 0 | / | -2 | 16 | 1 | -5 | 0.0 | 5 | -8
11: Cc1ccc(NC(=O)c2ccc(CSc3ccccn3)cc2)cc1
 : 0 | 0 | 5 | 0 | -2 | -7 | 2.0 | 2 | 3
12: C/C(=N\NC(=O)c1ccc(CN2CCc3ccccc3C2)cc1)c1ccccc1O
 : -1 | -14 | -11 | 0 | -15 | 3 | 4.8 | -14 | 3
13: Cc1oc(CC(C)C)cc1C(=O)Nc1cccc2ccccc12
 : -1 | -1 | -16 | 1 | 2 | 3 | -0.2 | -10 | -15
14: O=C(CNC(=O)c1ccccc1F)N/N=C/c1cc(Br)ccc1OCc1ccccc1
 : 0 | -6 | -4 | 3 | 4 | 6 | 3.0 | 0 | -10
15: O=C(CCCCn1c(=O)c2ccccc2n(Cc2ccccc2F)c1=O)NC1CCN(Cc2ccccc2)CC1
 : -2 | 5 | -11 | 22 | 0 | -3 | -1.7 | -9 | -2
16: Cc1cccc(NC(=O)CSc2nnc(-c3ccco3)o2)c1
 : 3 | 4 | -15 | -12 | 1 | 2 | 0.1 | 5[fluorescence artefact?] | -7
17: COc1ccc(C(=O)NNC(=O)CSc2nnc(-c3cccnc3)n2C)cc1
 : 1 | -14 | 1 | 21 | -1 | -1 | 1.1 | 5 | -2
18: O=C(CC1C(=O)NCCN1CC1CCCCC1)NCc1cccc(F)c1F (centres undefined)
 : / | -3 | -2 | 24 | / | -1 | 0.7 | -7 | -7
19: CCC(=O)N1CCN(CCN=CC2=C(O)CC(C)(C)CC2=O)CC1
 : 0 | -8 | -16 | -6 | 2 | -3 | -0.6 | -9[fluorescence artefact?] | -1
20: CC(=O)Nc1ccc2oc(C)nc2c1
 : 0 | -22 | -11 | 26 | 1 | -1 | 2.6 | -6 | 5
21: CCOC(=O)c1cnc2c(OC)cccc2c1Nc1ccc2c(c1)OCCO2
 : -2 | -42 | -17 | -3 | -1 | -21 | 0.5 | -3 | 12
22: COc1cc(CN(C(=S)NCC(=O)O)C2CCCC2)cc(OC)c1OC
 : -3 | 7 | 1 | 20 | -8 | -4 | -2.1 | -14 | -14
23: O=C1CC(N2CCN(c3ccccn3)CC2)C(=O)N1c1ccc(Cl)cc1 (centres undefined)
 : 3 | -21 | 1 | 11 | -5 | 5 | -1.4 | -7 | -27
24: COc1ccc(C(=O)Nc2ccc(Cl)cc2C(=O)N2CCCC(C)C2)cc1 (centres undefined)
 : 3 | -7 | -9 | 3 | 2 | -4 | -0.2 | -3 | -17
25: Cc1cccc(NCN2C(=O)C3C4C=CC(C4)C3C2=O)c1 (centres undefined)
 : 0 | -6 | -6 | -1 | 2 | -3 | -0.6 | -19 | -7
26: CC(=O)Nc1ccccc1/C=C/c1ccc2c(C)cc(C)c(O)c2n1
 : -2 | -7 | -27 | 1 | -3 | -24 | 0.2 | -4[fluorescence artefact?] | -6
27: COc1cc(NC(=O)Cn2nc(-c3ccc(F)cc3)ccc2=O)ccc1-n1cnnn1
 : -2 | -10 | 7 | 9 | 0 | 1 | -0.8 | 8 | 5
28: CC(C)C[C@H](NC(=O)NCCC1=CCCCC1)C(=O)O
 : -1 | -22 | -8 | 16 | -2 | 8 | 0.1 | -2 | 0
29: CCOc1ccccc1-c1nc(-c2ccc(NC(=O)Cc3ccccc3OC)cc2)no1
 : 3 | -8 | -14 | 0 | 5 | -12 | 0.5 | -3 | -11
30: C=CCN1C(=O)C(Cc2cccc(Cl)c2)SC1=Nc1ccc(C(=O)O)cc1 (centres undefined)
 : 3 | -3 | -3 | 10 | 0 | -16 | -0.5 | -4 | 1
31: CCN(c1ccc(NC(=O)COC(=O)c2cccs2)cc1)C(C)C
 : 6 | -16 | -2 | 1 | 5 | -8 | 0.2 | -8 | -5
32: Cc1ccc(S(=O)(=O)N2CCN(c3nccnc3C#N)CC2)cc1
 : 2 | -9 | 7 | 8 | 2 | -9 | 0.0 | -1 | -7
33: O=C1C2=C(C(c3ccccc3)=NCCN2)C(c2cccc([N+](=O)[O-])c2)N1c1ccccc1 (centres undefined)
 : -1 | -2 | -10 | 2 | 1 | -2 | -0.9 | -10 | -9
34: CCOC(=O)N1CCN(c2ccc(N3C(=O)CCCC3=O)cc2[N+](=O)[O-])CC1
 : 17 | -4 | 0 | 17 | 0 | 0 | 1.8 | -16 | 1
35: Cc1ccc2cccc(S(=O)(=O)Nc3c(C)n(C)n(-c4ccccc4)c3=O)c2n1
 : 2 | -14 | -4 | 0 | 0 | 4 | 0.0 | 0[fluorescence artefact?] | -31
36: Cc1cccc(-c2oc(C)c(C)[n+]2[O-])c1
 : 2 | -15 | -2 | -14 | 4 | 0 | -1.2 | 72* | -10
37: O=C(COc1nncc2ccccc12)Nc1ccc(Br)cc1F
 : 0 | -3 | -18 | 18 | 1 | 1 | 0.3 | -8 | -6
38: CCOc1ccccc1NC(=O)C1CCCN(S(=O)(=O)c2cccc3nsnc23)C1 (centres undefined)
 : -1 | / | -12 | 3 | -2 | 6 | 0.6 | -7 | -18
39: COCc1cc(/C=N\NC(=O)c2ccc(Cl)cc2)ccc1OC
 : 0 | 1 | -12 | 0 | 0 | 25 | 1.4 | -18 | -13
40: O=C(Cn1cc(/C=C\[N+](=O)[O-])c2ccccc21)Nc1ccccc1
 : 0 | / | -16 | 31 | -11 | -12 | 39 | 0 | -4
41: Cc1nc2cc(CO)ccc2s1
 : 1 | 0 | -7 | -1 | 3 | 4 | 0.3 | -2 | -8
42: Cc1ccc(NC(=O)c2c3c(nc4ccccc24)CCC3)cc1S(=O)(=O)N(C)C
 : -4 | -18 | -8 | 27 | -10 | -6 | 1.7 | -15 | -2
43: Cc1ccc(C)c(-c2nnc(OCC(=O)Nc3cc(C)on3)c3ccccc23)c1
 : 0 | 0 | -16 | 2 | -7 | 7 | -0.1 | 7 | -1

Copied from the list.
Mdm2 ligase inh result of `COCc1cc(/C=N\NC(=O)c2ccc(Cl)cc2)ccc1OC` = 1
Runt-CBFb FRET result of `O=C(COc1nncc2ccccc12)Nc1ccc(Br)cc1F` = 0
EBV gp42 inh result of `O=C(Cn1cc(/C=C\[N+](=O)[O-])c2ccccc21)Nc1ccccc1` = -4
Mdm2 ligase inh result of `O=C1C2=C(C(c3ccccc3)=NCCN2)C(c2cccc([N+](=O)[O-])c2)N1c1ccccc1` (centres undefined) = -2

From PubChem BioAssay
